Screening results deposited in PubChem BioAssay by National Center for Advancing Translational Sciences (NCATS).
EPAC2 ag: activates human EPAC2 exchange factor | Potency, µM (doses to about 154 µM), for the others: at the highest dose activation, usual class: activators | 0.079% of 360,000 active | EPAC2 activation, biochemical qHTS; response scale: 100% = 6.5 mM cAMP response; further: nearly all actives have a fitted effect of over 50% in size
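Fluorescence exchange assay: 100 nM EPAC2 with 250 nM RAP1B-BODIPY-GDP and 50 uM GDP; compounds tested as a concentration-titration series (qHTS). Loss of Rap1-bound BODIPY-GDP fluorescence read at 480/540 nm; data normalized to 6.5 mM cAMP.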
TDP43 rescue: inhibitors of TDP-43 toxicity in yeast; TDP-43 expressing yeast growth rescue, BacTiter-Glo, 24 h; Potency, µM (top dose mostly 46.1 µM), for inactives: at the top dose growth rescue (activation), hits mostly activators; 1.8% of 410,000 active; further: % of control where 0% means no effect; nearly all actives have a fitted effect of over 50% in size
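Readout is BacTiter-Glo luminescence of cell growth, so inhibitors register as activators. TDP-43-expressing yeast at OD600=0.02 in galactose medium, after raffinose pregrowth to mid-log, were incubated with compound for 24 hr at 30 deg C.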
aSyn yeast inh: alpha-synuclein toxicity inhibition in yeast | Yeast expressing alpha-synuclein, growth rescue, BacTiter-Glo, 24 h | Potency, µM (titrated, usually from 46.1 µM), inactives show at the highest dose growth rescue (activation), most hits filed as activators | 0.14% of 370,000 active; further: % of control where 0% means no effect; nearly all actives have a fitted effect of over 65% in size
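Galactose-induced alpha-syn yeast (OD600=0.02, raffinose-pregrown) + pinned cpd, 24 hr, 30 deg C; growth by BacTiter-Glo luminescence. Growth restoration scores as activation.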
EPAC2 antagonist: antagonists of human EPAC2. Q8WZA2. EPAC2 GEF exchange of Rap1B-BODIPY-GDP, fluorescence. Potency, µM (top dose mostly 114 µM), inactives show top-dose activity, negative = inhibition, hits mostly inhibitors. 0.18% of 360,000 active; further: on the % scale 0 is the no-effect control and ±100 the full control effect; nearly all actives have a fitted effect of over 45% in size; many of its hits are not listed in these tables
PTHR1 agonist: activates the human parathyroid hormone receptor PTHR1 | Q03431 | HEK293 GP2 PTHR1 cells, GloSensor cAMP luminescence, 1 h | Potency, µM (top dose mostly 115 µM), without a hit: top-dose activation, actives largely listed as activators | 0.075% of 410,000 active | AID 743266; further: nearly all actives have a fitted effect of over 55% in size; some results filed as inactive show a strong effect at the top dose; inactives centre near -15; many of its hits are not listed in these tables
Target sequence (Q03431 whole entry, looked up): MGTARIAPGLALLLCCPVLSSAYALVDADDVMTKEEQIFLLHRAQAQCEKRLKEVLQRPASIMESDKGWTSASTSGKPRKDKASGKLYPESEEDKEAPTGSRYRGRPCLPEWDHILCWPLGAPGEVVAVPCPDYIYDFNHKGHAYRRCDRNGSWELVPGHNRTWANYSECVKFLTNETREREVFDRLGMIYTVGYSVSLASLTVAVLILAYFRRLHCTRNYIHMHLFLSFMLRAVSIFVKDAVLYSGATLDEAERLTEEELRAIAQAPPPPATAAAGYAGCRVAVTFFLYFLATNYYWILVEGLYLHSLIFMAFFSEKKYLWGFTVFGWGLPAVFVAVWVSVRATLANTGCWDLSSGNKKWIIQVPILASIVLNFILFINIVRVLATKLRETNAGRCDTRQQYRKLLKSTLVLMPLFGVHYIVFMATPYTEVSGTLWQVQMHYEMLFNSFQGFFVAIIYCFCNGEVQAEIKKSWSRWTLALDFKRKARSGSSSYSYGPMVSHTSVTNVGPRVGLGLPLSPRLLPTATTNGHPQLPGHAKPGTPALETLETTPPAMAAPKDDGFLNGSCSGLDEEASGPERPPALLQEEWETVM
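HEK-293-derived GP2 cells expressing PTHR1 and a GloSensor cAMP reporter, 3,000/well, plated overnight, given luciferin plus IBMX (each 0.5 mM as added) for 1 h at 37 °C, then compound for 1 h at 37 °C. Luminescence was read after 15 min at room temperature.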
FUS yeast rescue: rescues growth of FUS-expressing yeast. 0.24% of 390,000 active. Potency, µM (series often up to 76.6 µM), inactives show top-dose growth rescue (activation), actives largely listed as activators. S. cerevisiae FUS-expressing, growth rescue, OD600, 24 h. AID 1347120;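 further: plate controls were DMSO vehicle for no effect and reference control for full effect; nearly all actives have a fitted effect of over 55% in size; some results filed as inactive show a strong effect at the top dose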
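Steps: raffinose overnight preculture; dilution to OD 0.005 in 2% galactose minimal medium; compound addition (concentration series); 24hr at 30C, 99% humidity; absorbance read at 600 nm.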
EPAC1 ag: agonists of human EPAC1; O95398; EPAC1 agonist qHTS, biochemical assay; response scale: 100% = response to 6.5 mM cAMP; Potency, µM (top dose mostly 154 µM), for inactives: at the top dose activation, usual class: activators; 0.073% of 360,000 active; further: nearly all actives have a fitted effect of over 60% in size
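Compounds were pinned as a concentration titration into mixtures of EPAC1 (100 nM), BODIPY-GDP-loaded Rap1B (250 nM) and GDP (50 uM). After 5 min at room temperature, fluorescence was followed for 30 min; activity was scaled to 6.5 mM cAMP.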
EPAC1 antag: EPAC1 (human) antagonism. 0.14% of 360,000 active. Potency, µM (top dose mostly 115 µM), inactives show at the top dose activity change, negative = inhibition, actives largely listed as inhibitors. EPAC1 GEF assay, Rap1b-BODIPY-GDP exchange fluorescence;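 further: plate controls were vehicle for no effect and positive control for full effect; nearly all actives have a fitted effect of over 50% in size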
An asterisk follows results filed as active; i = inactive; ? = inconclusive; · = no result given; [ ] = dose if it differs, or a comment. The call rests on the fitted dose curve; in most records, active means well fitted curve in the direction sought with a large enough effect; inconclusive means small, poorly fitted or top-dose-only effect, or another doubt; inactive means no such curve, though single readings can be large; an effect the other way counts as inactive or inconclusive. Potency means the concentration at half of the fitted maximal effect. A portion of the library; rates above refer to the full screens.

Sample of the layout, six compounds:
Labels used below: A = EPAC2 ag; B = TDP43 rescue; C = aSyn yeast inh; D = EPAC2 antagonist; E = PTHR1 agonist; F = FUS yeast rescue; G = EPAC1 ag; H = EPAC1 antag
> COc1cccc(OCc2cc(C(=O)NCCN3CCCCC3CO)no2)c1 (stereo not drawn)
  A: -4.9% | B: -4.3% | C: 1.9% | D: -23.0% | E: i | F: · | G: 2.0% | H: -11.7%
> O=C(N=Nc1c(O)[nH]c2ccccc12)c1cccs1
  A: -9.5% | B: -10.0%[0.397 µM] | C: -7.2% | D: 3.5% | E: -76.7%[inhibitor] | F: 13.9% | G: -8.2% | H: -27.8%
> CCCCNC(=O)c1cc2c(-c3ccc(Cl)cc3)nn(C)c2s1
  A: -0.6% | B: ? | C: 0.0% | D: -5.4% | E: 4.4% | F: -24.4% | G: -9.9% | H: -20.6%
> CC(CCc1ccccc1)NC(=O)c1cccc(F)c1 (stereo not drawn)
  A: 9.5% | B: ? | C: -0.6% | D: -0.6% | E: i | F: 6.9% | G: -2.9% | H: -8.7%
> CCCc1cc(=O)[nH]c(SCC(=O)NC2CCCc3ccccc32)n1 (stereo not drawn)
  A: 3.6% | B: 16.7% | C: 0.7% | D: -23.7% | E: -5.9% | F: -23.2% | G: 4.8% | H: -5.5%
> COCCNC(=O)c1cn(C(C)c2ccccc2F)nn1 (stereo not drawn)
  A: 4.7% | B: 15.6% | C: -0.7% | D: 5.8% | E: i | F: -18.8% | G: 12.2% | H: -0.1%

Results, repeating the preview:
Labels used below: A = EPAC2 ag; B = TDP43 rescue; C = aSyn yeast inh; D = EPAC2 antagonist; E = PTHR1 agonist; F = FUS yeast rescue; G = EPAC1 ag; H = EPAC1 antag
> COc1cccc(OCc2cc(C(=O)NCCN3CCCCC3CO)no2)c1 (stereo not drawn)
  A: -4.9% | B: -4.3% | C: 1.9% | D: -23.0% | E: i | F: · | G: 2.0% | H: -11.7%
> O=C(N=Nc1c(O)[nH]c2ccccc12)c1cccs1
  A: -9.5% | B: -10.0%[0.397 µM] | C: -7.2% | D: 3.5% | E: -76.7%[inhibitor] | F: 13.9% | G: -8.2% | H: -27.8%
> CCCCNC(=O)c1cc2c(-c3ccc(Cl)cc3)nn(C)c2s1
  A: -0.6% | B: ? | C: 0.0% | D: -5.4% | E: 4.4% | F: -24.4% | G: -9.9% | H: -20.6%
> CC(CCc1ccccc1)NC(=O)c1cccc(F)c1 (stereo not drawn)
  A: 9.5% | B: ? | C: -0.6% | D: -0.6% | E: i | F: 6.9% | G: -2.9% | H: -8.7%
> CCCc1cc(=O)[nH]c(SCC(=O)NC2CCCc3ccccc32)n1 (stereo not drawn)
  A: 3.6% | B: 16.7% | C: 0.7% | D: -23.7% | E: -5.9% | F: -23.2% | G: 4.8% | H: -5.5%
> COCCNC(=O)c1cn(C(C)c2ccccc2F)nn1 (stereo not drawn)
  A: 4.7% | B: 15.6% | C: -0.7% | D: 5.8% | E: i | F: -18.8% | G: 12.2% | H: -0.1%
> CC(=O)c1ccc(NC(=O)c2ccc3nc(C)sc3c2)cc1
  A: 0.5% | B: 13.8% | C: -7.5% | D: -0.4% | E: -46.0%[inhibitor] | F: 1.1% | G: -0.5% | H: -5.7%
> CCOC(=O)c1c(NC(=O)CSc2nnc(-c3ccco3)o2)sc(C)c1C
  A: -0.4% | B: ? | C: -1.4% | D: -1.3% | E: i | F: ? | G: -2.6% | H: -17.2%
> N#CCSc1nnc(COc2ccccc2)n1-c1ccccc1
  A: 10.4% | B: 14.0% | C: -4.6% | D: -4.0% | E: -2.5%[57.5 µM] | F: 15.9% | G: 12.2% | H: 0.5%
> O=C(Nc1ccc2c(c1)OCCO2)c1cccnc1Oc1ccccc1
  A: 9.1% | B: 21.9% | C: -2.9% | D: -5.3% | E: i | F: 17.8% | G: -13.0% | H: -5.2%
> CCCCOc1ccc(C(=O)N2CCN(CC(=O)Nc3ccc(C)cc3)CC2)cc1OC
  A: 6.5% | B: -9.0% | C: 6.9% | D: -12.0% | E: -18.6% | F: 39.2% | G: -1.0% | H: 2.7%
> COc1ccccc1CNC(=O)COC(=O)c1ccc([N+](=O)[O-])o1
  A: 4.9% | B: ? | C: 1.7% | D: 6.6% | E: ? | F: -6.4% | G: 5.2% | H: -29.1%
> COc1ccc(NC(=O)CSc2nc3ccc(Nc4nc(N5CCOCC5)nc(N5CCOCC5)n4)cc3s2)cc1
  A: 9.8% | B: 12.5% | C: -20.0% | D: 4.4% | E: i | F: -3.4% | G: -8.7% | H: 0.2%
> CC(O)CNCCOc1ccccc1OCc1ccccc1 (stereo not drawn)
  A: 11.5% | B: 2.9% | C: -11.2% | D: 9.1% | E: -32.3% | F: 3.6% | G: 5.9% | H: -34.8%
> CC(=O)c1ccc(Nc2ccc(-c3ccccc3C)nn2)cc1
  A: -8.6% | B: 26.6% | C: 12.5% | D: -7.8% | E: 0.2% | F: -7.4% | G: -9.3% | H: -32.3%

Other results follow.
Each structure is followed by: EPAC2 ag | TDP43 rescue | aSyn yeast inh | EPAC2 antagonist | PTHR1 agonist | FUS yeast rescue | EPAC1 ag | EPAC1 antag
- CC(C)(C)OC(=O)NCCCCCc1cn([C@@H](CO)C(=O)NCCCCCCCCCCC(=O)N2CCN(C(=O)OC(C)(C)C)CC2)nn1
 : -8.1% | 15.9% | 0.9% | ? | -43.3%[inhibitor] | ? | -25.7% | -20.5%
- CC(CN1CCC(n2nccc2NC(=O)c2ccccc2Cl)CC1)c1ccccc1 (stereo not drawn)
 : 6.4% | -10.2% | -4.7% | 4.3% | i | 13.9% | 22.6% | -17.2%
- Cc1cc(C(=O)N2CCCC(N3CCN(c4cccc(C(F)(F)F)c4)CC3)C2)n[nH]1 (stereo not drawn)
 : 2.4% | -8.0% | -3.8% | -11.4% | -9.5% | -4.8% | -6.6% | -17.8%
- OC(c1cccc(Cl)c1)c1ncc(-c2ccc3ccccc3c2)[nH]1 (stereo not drawn)
 : -0.8% | 14.6% | 3.4% | 6.8% | -1.0% | 0.4% | -1.3% | -4.4%
- COCCn1cc(C(=O)NCc2ccco2)c2c3ccccc3n(C)c2c1=O
 : -6.2% | 2.6% | -4.3% | 1.7% | -4.5% | -3.3% | 4.3% | -14.2%
- CCOc1ccc(C(=O)CCCC(=O)c2ccc(OCC)cc2)cc1
 : 2.4% | -13.3% | -3.7% | 9.0% | -3.4% | -24.7% | 6.1% | 20.1%
- O=C1CC(C(=O)N(CC2CCCO2)C(C(=O)NC2CCCCC2)c2ccncc2)CS1 (stereo not drawn)
 : 2.8% | -14.8% | 4.0% | 5.0% | -20.1%[57.5 µM] | 18.6% | 1.3% | 7.5%
- CCOC(=O)c1ccc(N2C(=O)CC(N3CCN(C/C=C/c4ccccc4)CC3)C2=O)cc1 (stereo not drawn)
 : ? | 0.4% | 11.0% | -2.3% | i | 1.4% | 13.2% | ?
- CC(C)CC#Cc1ccc2c(c1)O[C@H](CN(C)C(=O)Nc1ccccc1)[C@@H](C)CN([C@H](C)CO)S2(=O)=O
 : 4.2% | 5.9% | -0.1% | -12.8% | -24.3% | 42.5% | -6.8% | -6.4%
